Source: PubChem (National Center for Advancing Translational Sciences (NCATS))
BCR signal inh: blocks chronic active B-cell receptor signaling; AID 493014; Potency, µM (top dose mostly 46.1 µM), for inactives: at the top dose ratio change, negative = lower green/red ratio, usual class: inhibitors; hit rate 0.05% among 340,000; ABC-DLBCL IkBa-CBG/CBR reporter, luminescence ratio, 4 h; active = well fitted inhibition curve with a large enough effect in the signal ratio, with a control signal flat, not every such curve was filed as active; inconclusive = small, poorly fitted or top-dose-only effect, or effect the other way, or a change in a side signal; the % refers to the signal ratio;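 also: potency is read from the fitted curve at half-maximal effect; plate controls were basal doxycycline-induced cells for no effect and cells given 10 µM MG132 for full effect; MG132 reads +100%, hits lower the ratio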
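TMD8 human ABC-DLBCL cells with doxycycline-inducible IκBα–green luciferase fusion and unfused red luciferase, in 0.5% FBS medium; compounds up to 46 uM, 4 h at 37C. Green/red luminescence ratio, filter-overlap corrected, fitted to concentration-response curves.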
Tb PFK inh: inhibitors of T. brucei phosphofructokinase; O15648; T. brucei PFK, ADP-Glo luminescence; Potency, µM (doses to about 57.5 µM), for the others: at the highest dose activity, negative = inhibition, most hits filed as inhibitors; hit rate 0.17% among 330,000;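 also: potency is read from the fitted curve at half-maximal effect; 0% = uninhibited 1x PFK enzyme wells and -100% = no-enzyme wells; nearly all actives have a fitted effect of over 60% in size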
Target sequence (O15648 whole entry, looked up): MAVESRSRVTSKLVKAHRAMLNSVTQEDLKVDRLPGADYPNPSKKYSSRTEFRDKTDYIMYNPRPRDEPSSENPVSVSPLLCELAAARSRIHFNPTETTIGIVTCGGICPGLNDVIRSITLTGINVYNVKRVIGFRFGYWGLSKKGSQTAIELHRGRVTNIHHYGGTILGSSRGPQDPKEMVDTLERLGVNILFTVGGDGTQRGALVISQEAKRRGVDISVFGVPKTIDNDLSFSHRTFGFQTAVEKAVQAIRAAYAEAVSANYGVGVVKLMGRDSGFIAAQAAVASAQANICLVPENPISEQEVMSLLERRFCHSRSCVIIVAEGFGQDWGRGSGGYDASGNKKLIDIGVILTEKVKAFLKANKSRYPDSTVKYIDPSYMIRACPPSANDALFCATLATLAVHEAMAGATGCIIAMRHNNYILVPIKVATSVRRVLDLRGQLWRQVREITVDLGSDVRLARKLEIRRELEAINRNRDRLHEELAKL
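ADP-Glo luminescence quantified ADP after 45 min at room temperature, with 1.25 nM T. brucei PFK, 0.1 mM ATP and 0.5 mM fructose-6-phosphate in pH 8.0 TEA buffer. qHTS titrations up to 57 µM; curves classified by quality.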
A-T KAP1 phos: potential ataxia-telangiectasia treatments restoring KAP-1 phosphorylation; AID 485349; […] A-T fibroblasts, KAP-1 phosphorylation AlphaLISA; neocarzinostatin DNA damage 30 min before lysis; Potency, µM (highest dose often 57.5 µM), inactives show top-dose activation, most hits filed as activators; hit rate 0.19% among 320,000; also: potency is read from the fitted curve at half-maximal effect; % of control where 0% means no effect; nearly all actives have a fitted effect of over 45% in size
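ATM-like activity read as KAP-1 phosphorylation via AlphaLISA donor/acceptor antibody pairs after lysis and 6 hr at 25C. Cells were ATM-null patient fibroblasts ([…], hTERT), dosed 60 min, then exposed to the DSB inducer NCS for 30 min.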
TCR activator: activates T cell receptor signaling; primary human leukocytes, anti-CD3, IL-2 HTRF, 48 h; Potency, µM (doses to about 9.22 µM), for the others: top-dose activation of IL-2 secretion, usual class: activators; 330,000 tested, under 10 active; also: % of control where 0% means no effect
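IL-2 produced over 48 hr by a-CD3 bead-stimulated primary human leukocytes exposed to compounds was detected with a homogeneous time-resolved FRET immunoassay, 665nm acceptor signal after 320nm excitation.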
Eya2 phos inh: Eya2 (human) phosphatase inhibition; O00167; recombinant Eya2, OMFP fluorescence dephosphorylation (OMFP is methylfluorescein phosphate); Potency, µM (doses to about 76.9 µM), inactives show at the top dose activity, negative = inhibition, hits mostly inhibitors; hit rate 0.006% among 330,000; also: potency is read from the fitted curve at half-maximal effect; % is scaled to controls: 0 for no effect and ±100 for the full control effect
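Eya2 protein (added as 0.2 uM solution) was preincubated with compound for 10 min at ambient temperature in 50 mM HEPES pH 7.5, 50 mM NaCl, 5 uM MgCl2, 0.05% BSA, 1 mM DTT. OMFP (added at 50 uM) then reacted 10 min; fluorescence read at 485/525 nm.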
Mito fusion yeast: inhibitors of mitochondrial division or activators of mitochondrial fusion | hit rate 0.23% among 320,000 | S. cerevisiae fusion-defective mutant growth rescue, CellTiterGlo 48 h | Potency, µM (top dose mostly 46.1 µM), for inactives: at the highest dose growth rescue (activation), hits mostly activators | AID 485298;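 also: potency is read from the fitted curve at half-maximal effect; % of control where 0% means no effect; nearly all actives have a fitted effect of over 45% in size; temperature-sensitive fusion mutants such as fzo1-1 at 37 °C on non-fermentable ethanol glycerol medium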
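Temperature-sensitive fusion-defective S. cerevisiae (e.g. fzo1-1, mgm1-5) were grown with compound in YPEG medium (3% ethanol, 3% glycerol) for 48 hours at 37C. Growth rescue was measured as viability by CellTiterGlo luminescence after 10 minutes at ambient.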
Integrin act MD: activators of alpha7 integrin expression for muscular dystrophy. alpha7betagal myoblasts, beta-gal FDG fluorescence, 48 h. hit rate 0.064% among 350,000. Potency, µM (titrated, usually from 38.3 µM), for the others: at the highest dose activation, usual class: activators;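 also: potency is read from the fitted curve at half-maximal effect; 100% = response of the positive control SU9516; nearly all actives have a fitted effect of over 60% in size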
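alpha7betagal+/- myoblasts (passage 13, 250/well) treated 48 h at 37C with compounds at 1:260 dilution of DMSO stock. Lysed, then beta-galactosidase activity read as FDG fluorescence (ex 480/em 540) after 30 min, with pre-read for autofluorescence.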
ASM inhibitor: human S-ASM enzyme inhibition. P17405. placental ASM, HMU-PC fluorogenic substrate, 60 min. Potency, µM (top dose mostly 57.5 µM), inactives show at the highest dose activity change, negative = inhibition, most hits filed as inhibitors. hit rate 0.006% among 340,000. AID 504937; also: potency is read from the fitted curve at half-maximal effect
Target sequence (P17405 47-631 limits assumed): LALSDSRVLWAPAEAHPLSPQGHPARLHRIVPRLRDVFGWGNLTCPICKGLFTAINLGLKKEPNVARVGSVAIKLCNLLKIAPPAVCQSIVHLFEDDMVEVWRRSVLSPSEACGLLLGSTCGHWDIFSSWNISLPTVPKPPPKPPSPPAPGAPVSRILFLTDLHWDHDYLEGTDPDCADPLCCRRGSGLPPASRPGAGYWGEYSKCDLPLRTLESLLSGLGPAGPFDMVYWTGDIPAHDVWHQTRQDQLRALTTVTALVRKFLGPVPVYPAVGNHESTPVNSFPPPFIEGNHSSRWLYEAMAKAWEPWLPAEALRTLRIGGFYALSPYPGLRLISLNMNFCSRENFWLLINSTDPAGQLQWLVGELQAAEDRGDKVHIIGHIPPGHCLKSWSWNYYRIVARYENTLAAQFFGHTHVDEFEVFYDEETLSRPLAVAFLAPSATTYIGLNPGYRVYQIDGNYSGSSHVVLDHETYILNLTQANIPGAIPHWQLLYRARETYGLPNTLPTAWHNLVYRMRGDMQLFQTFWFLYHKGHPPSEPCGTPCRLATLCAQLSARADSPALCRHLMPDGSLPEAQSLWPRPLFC
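Human placenta-derived ASM enzyme was preincubated with compound for 10 minutes at room temperature, then given fluorogenic substrate HMU-PC0 (9 uM final) for 60 minutes at 37 °C; a pH 10 stop preceded fluorescence reading at Ex 386/Em 447 nm.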
TSHR antagonist: antagonists of human thyroid stimulating hormone receptor | P16473 | TSHR-expressing cells, TSH-stimulated cAMP HTRF, 2 h; hits give low values | activity change, negative = inhibition, % at 11.5 µM | hit rate 0.2% among 330,000;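 active = activity change below a set negative limit, meaning inhibition stronger than a set level, cut at about -70% in these data; inconclusive = activity change between two set negative limits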; also: % is scaled to controls: 0 for no effect and ±100 for the full control effect
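Inhibition of cAMP made by TSHR-expressing cells under TSH stimulation (4nM final, EC80; 2 h, 37 deg C) is quantified with a one-step lysis HTRF kit, anti-cAMP cryptate versus cAMP-d2.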
ELG1 repair inh: inhibitors of ELG1-dependent DNA repair in HEK293T cells; HEK293T ELG1-luciferase reporter, luminescence, 16 h; DNA damage induced by 5-fluorouridine; Potency, µM (doses to about 46.1 µM), without a hit: at the highest dose activity change, negative = inhibition, hits mostly inhibitors; hit rate 2.3% among 330,000; also: potency is read from the fitted curve at half-maximal effect; % is scaled to controls: 0 for no effect and ±100 for the full control effect; nearly all actives have a fitted effect of over 55% in size
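5-Fluorouridine DNA damage + compound/DMSO, 2,000 cells/well, 16 h, 37 °C/5% CO2. ONE-Glo, 30 min RT, luminescence. Readout = decrease in reporter signal.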
PTAP TSG101 blk: blocks PTAP/TSG101 interaction to inhibit HIV-1 budding | Potency, µM (highest dose often 115 µM), for inactives: at the highest dose activity change, negative = inhibition, actives largely listed as inhibitors | 340,000 tested, under 10 active | Fluorescence polarization, FITC-PTAP peptide / Tsg101 binding; active = well fitted inhibition curve with a large enough effect in the main read-out, with a control signal flat, not every such curve was filed as active; inconclusive = small, poorly fitted or top-dose-only effect, or effect the other way, or a change in a side signal; inactive = no such curve, though single readings can be large or run the other way; also: potency is read from the fitted curve at half-maximal effect; % of control where 0% means no effect
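Compounds were pin-transferred onto Tsg101 binding domain (10 uM final) in HEPES pH 7.5 buffer, then FITC-PTAP peptide was added at 50 nM final. After 20 min at RT, polarization reported peptide displacement across a qHTS concentration series.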
Starred values were filed as active, the others as inactive; ? = inconclusive; · = not tested or not shown; [ ] = another dose, or the depositor's remark. Unless noted, calls follow the shape of the dose curve; as a rule, active = well fitted curve in the direction sought with a large enough effect; inconclusive = small, poorly fitted or top-dose-only effect, or another doubt; inactive = no such curve, though single readings can be large; an effect the other way counts as inactive or inconclusive. Rows were taken by chance; any-hit rate near 3.2%.

SMILES	BCR signal inh	Tb PFK inh	A-T KAP1 phos	TCR activator	Eya2 phos inh	Mito fusion yeast	Integrin act MD	ASM inhibitor	TSHR antagonist	ELG1 repair inh	PTAP TSG101 blk
COc1ccccc1N(C(=O)c1snc(C(N)=O)c1N)C(C(=O)NCc1ccccc1)c1ccc(C)o1 (configuration not stated)	-24.0%	2.0%	1.4%	0.9%	-4.0%	-2.1%	9.6%	·	-23.1	-1.8%	-1.7%
CNC(=S)N(CCc1c(C)[nH]c2ccc(C)cc12)Cc1cc(OC)c(OC)c(OC)c1	-6.3%	-4.6%	-7.0%	5.0%	-3.5%	0.6%	13.4%	-12.7%	-4.6	?	-2.9%
COc1ccc(C(CC(=O)N2CCCCC2)c2c(OC)cc(OC)c3ccc(=O)oc23)cc1 (configuration not stated)	-6.8%	-2.5%	12.9%	-4.1%	-3.1%	17.9%	-28.5%	60.2%[activator]	-2.6	18.4%	·
N#Cc1cc(S(=O)(=O)c2ccc(F)cc2)c(N)[nH]c1=O	1.7%	2.2%	3.8%	-4.6%	16.9%	0.2%	-13.1%	4.4%	-7.0	3.9%	-3.7%
COc1cc(-c2nn3c(-c4ccco4)nnc3s2)cc(OC)c1OC	0.5%	-3.1%	4.5%	·	11.7%	-0.6%	·	·	-3.5	-3.5%	·
COc1cc2c(cc1OC)CN(C(=O)c1ccc(S(=O)(=O)N3CCCCC3)cc1)CC2	1.9%	0.2%	1.0%	-9.1%[46.1 µM]	-7.3%	-4.9%	-18.4%	0.2%	-11.7	?	-9.4%
Cc1ccc(NC(=O)COC(=O)c2ccc3c(=O)n4c(nc3c2)CCC4)c(Br)c1	1.7%	-0.6%	-7.9%	-2.6%	6.7%	-6.6%	15.8%	24.7%	43.7	15.7%	-4.0%
Cc1cc(C)c2c(N)c(-c3nc4ccccc4[nH]3)sc2n1	3.5%	-6.7%	9.1%	-5.3%	10.3%	14.7%	19.1%	84.4%[activator]	-4.0	?	0.4%
O=C(O)c1ccc(COc2ccc(/C=N/NC(=O)c3cccs3)cc2)cc1	-4.5%	2.8%	-5.4%	0.3%	-0.6%	-0.7%	20.4%[7.66 µM]	-1.8%	-10.2	19.0%	-4.8%
COc1ccc(-n2c(=O)c3c4c(sc3n(CC(=O)Nc3cc(C)[nH]n3)c2=O)CCC4)c(OC)c1	-0.3%	-8.2%	-1.8%	-4.2%	8.9%	-6.5%	4.4%	-1.6%	-1.7	-20.1%	0.7%
CC(C)N(Cc1ccccc1)C(=O)COC(=O)C1CCN(S(=O)(=O)c2ccc3c(c2)OCCO3)CC1	-2.4%	0.6%	-0.4%	5.6%	-30.2%	4.1%	-9.6%	-2.5%	1.6	21.3%	-4.7%
Cc1ccc(NC(=O)CN(C)C(=O)COC(=O)c2oc3ccccc3c2C)cc1	-0.5%	16.6%	1.0%	-0.8%	0.5%	12.3%	-8.3%	-12.3%	-2.9	?	-2.6%
O=C(NC(=S)NCc1ccc2c(c1)OCO2)c1ccccc1	-0.7%	3.3%	-5.5%	0.8%	-2.7%	-13.1%	-1.4%	-9.2%	13.9	8.3%	-3.3%
Cc1ccc(N2C(=O)CC(Sc3ncn[nH]3)C2=O)cc1 (configuration not stated)	-5.9%	1.8%	-1.4%	1.0%	-22.2%	-14.2%	-7.2%	-2.6%	5.2	-9.8%	-4.0%
C/C(=N\NC(=O)Cn1nc(C)c(Br)c1C)c1cccs1	4.4%	-0.6%	7.7%	-10.2%[46.1 µM]	0.2%	-12.2%	0.1%	2.7%	11.2	-1.4%	-3.4%
C=CCn1cnc2scc(-c3ccc(C)c(C)c3)c2c1=O	?	2.1%	2.3%	-2.6%	-8.4%	-9.7%	-13.8%	-3.3%	-0.3	-3.5%	-1.1%
C=CCN(C(=O)c1csnn1)C(C(=O)NC1CCCCC1)c1ccccc1F (configuration not stated)	-3.4%	-1.3%	-6.4%	-2.2%	15.3%	23.5%	-23.5%	1.7%	-2.8	-3.9%	-2.3%
Cn1ccsc1=NC(=O)c1ccccc1OC(F)F	2.5%	-0.4%	-6.8%	1.7%	-10.6%	2.2%	12.6%	1.0%	0.8	-16.8%	-3.9%
CSc1n[nH]c(/N=C/c2oc(O)c3ccccc23)n1	-2.3%	-2.0%	-0.1%	-3.6%	6.7%	2.2%	9.4%	-1.6%	-0.6	-3.4%	0.9%
CC1CCN(C(=O)C2CCN(S(=O)(=O)c3cccc4cccnc34)CC2)CC1	-6.4%	1.0%	3.1%	0.7%	-5.2%	15.3%	-14.8%	3.8%	-8.1	-0.9%	-0.7%
CC(C)(C)n1cc(S(=O)(=O)c2ccccc2)[nH]c1=O	6.6%	-4.5%	-1.5%	·	32.2%	10.6%	5.2%	4.3%	8.8	16.2%	-2.2%
O=C(NCc1ccncc1)c1cccc(F)c1	-1.4%	-7.2%	12.3%	·	11.8%	-4.0%	38.5%[7.66 µM]	3.0%	-11.9	4.2%	-5.4%
Cc1ccc2c(c1)N(C(=O)CCC(=O)N1CCC(C(N)=O)CC1)CC(C)O2 (configuration not stated)	?	-1.3%	3.3%	-14.9%	-19.4%	0.9%	9.2%	-0.6%	35.7	4.6%	-7.9%
c1ccc2[nH]c(CCCCc3nc4ccccc4[nH]3)nc2c1	?	-1.6%	40.0%	2.8%	5.2%	6.7%	-15.7%	7.8%	1.0	6.5%	-10.0%
CC1CCCC2(C1)NC(=S)c1c(sc3c1CCCC3)N2 (configuration not stated)	0.2%	-0.7%	·	-5.1%	20.3%	-1.8%	-17.2%	-3.2%	0.3	?	-9.7%
CCOC(=O)CCNC(=O)N1CCCC(N(C)CCc2ccc(OC)c(OC)c2)C1 (configuration not stated)	2.1%	-2.2%	0.0%	11.2%	12.7%	-0.3%	-2.6%	3.4%	-5.2	0.0%	2.0%
COc1ccc(NC(=O)C2CCCN(S(=O)(=O)c3c(C)n[nH]c3C)C2)c(OC)c1 (configuration not stated)	-2.7%	-0.3%	-0.9%	-5.8%	-3.7%	-6.7%	1.1%	-1.4%	2.8	?	-10.3%
O=C(NNC(=O)c1cccnc1)Nc1ccc(Cl)c(Cl)c1	15.3%	-23.3%	-1.8%	-3.9%	-10.5%	-1.9%	6.1%	0.2%	-14.2	-13.3%	-2.1%
Cc1cccc(NC(=S)N2CCN(C(=O)c3ccco3)CC2)c1C	0.3%	-1.6%	-3.4%	3.2%	-7.7%	-10.9%	23.4%	-0.1%	15.4	8.1%	0.0%
CCOC(=O)c1ccc(NC(=O)CN2C(=O)C(CC)SC(CC)C2=O)cc1 (configuration not stated)	19.1%	0.0%	-5.7%	1.6%[46.1 µM]	-9.6%	9.5%	28.0%	-5.5%	-10.4	-7.0%	-1.8%
CC1=C(C)CC(C(=O)N2CCN(C/C=C/c3ccccc3)CC2)C(C(=O)O)C1 (configuration not stated)	-4.9%	2.0%	6.0%	5.7%	0.6%	0.0%	-14.8%	3.0%	8.0	9.1%	-5.5%
Fc1ccccc1N1CCN(C(c2cccs2)c2nnnn2CCc2ccccc2)CC1 (configuration not stated)	6.5%	3.4%	3.1%	-6.1%	-5.9%	14.4%	15.1%	-1.3%	0.7	-10.8%	-3.6%
COC(=O)c1c(NC(=O)CCN2CCOCC2)sc2c1CCCC2	1.8%	2.4%	2.2%	-1.6%	-2.4%	-2.9%	4.8%	-3.0%	-5.8	8.6%	-6.3%
